GLP1R inv ag = GLP-1 receptor (human) inverse agonism; P43220; HEK293 GLP-1R CRE-luciferase, luminescence, 24 h; GLP-1R form is constitutively active; Potency, µM (series often up to 38.3 µM), inactives show top-dose activity change, negative = inhibition, actives largely listed as inhibitors; hit rate 1.6% among 410,000; note: potency is the fitted concentration of half-maximal effect; % is set by controls: 0 for no effect and ±100 for the full control effect; nearly all actives have a fitted effect of over 55% in size
Target sequence (P43220 whole entry, looked up): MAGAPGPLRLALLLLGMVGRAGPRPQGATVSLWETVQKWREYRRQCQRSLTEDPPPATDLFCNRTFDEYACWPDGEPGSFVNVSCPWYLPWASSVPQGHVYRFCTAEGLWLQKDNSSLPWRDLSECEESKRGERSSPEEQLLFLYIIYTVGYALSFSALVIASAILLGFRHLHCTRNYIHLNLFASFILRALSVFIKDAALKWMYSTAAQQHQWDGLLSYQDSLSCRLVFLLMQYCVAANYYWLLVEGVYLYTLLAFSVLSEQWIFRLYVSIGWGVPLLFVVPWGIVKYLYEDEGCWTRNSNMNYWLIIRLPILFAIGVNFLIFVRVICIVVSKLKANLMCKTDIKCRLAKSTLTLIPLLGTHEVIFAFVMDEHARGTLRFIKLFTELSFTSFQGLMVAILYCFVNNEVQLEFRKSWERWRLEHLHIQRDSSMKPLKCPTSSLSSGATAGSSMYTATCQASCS
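Seeding at 200 cells/uL, 12 h culture, 24 hr compound treatment, then luciferase reagent and a luminescence read; cells are HEK293 stably expressing a constitutively active GLP-1R plus cAMP-responsive luciferase.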
IL-2 act = activates IL-2 in a cell-based reporter assay; IL-2 activation reporter assay, cell-based qHTS; stimulated with anti-CD3/CD4/CD28 beads; in transgenic mouse T cells; activation, % (series mostly up to about 46 µM); hit rate 0.065% among 360,000; in the data active = activation above about 50%; inconclusive = mostly about 30% to 49%; note: 0% is about no effect
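Unstimulated transgenic mouse T cells; 60-min compound exposure; bead-based TCR/CD4/CD28 stimulation; 18 h culture, 37 degrees C; dual fluorescence (EGFP, DsRed) plate cytometry.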
HEK293 tox = cytotoxic in the GLP-1 receptor inverse agonist counter-screen; HEK293 cAMP-luciferase reporter cells, luminescence, 24 h; Potency, µM (doses to about 38.3 µM), without a hit: top-dose activity change, negative = inhibition, usual class: inhibitors; hit rate 0.13% among 410,000;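 note: loss of luciferase light is scored as toxicity; potency is the fitted concentration of half-maximal effect; % is set by controls: 0 for no effect and ±100 for the full control effect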
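MLSMR compounds, 24 hr on cells at 37 deg C/5% CO2; luminescence after luciferase reagent (12 min RT). Inhibition counted as the undesired cytotoxic outcome.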
WRN inhibitor = blocks human WRN helicase | Q14191 | WRN helicase unwinding, fluorescent forked duplex, kinetic | Potency, µM (titrated, usually from 114 µM), inactives show top-dose activity change, negative = inhibition, actives largely listed as inhibitors | hit rate 0.46% among 360,000; note: potency is the fitted concentration of half-maximal effect; % is set by controls: 0 for no effect and ±100 for the full control effect; nearly all actives have a fitted effect of over 55% in size
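WRN at 20 nM final preincubated with compound 15 min at room temperature; reaction started with 100 nM fluorophore/quencher forked duplex oligonucleotide and 2 mM ATP final. Unwinding followed kinetically by red fluorescence (ex 525, em 598 nm).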
GLP1R ag = GLP-1 receptor (human) agonism; P43220; HEK293 GLP-1R CRE-luciferase, luminescence, 4-6 h; cells express a hypersensitive GLP-1R form; Potency, µM (series often up to 45.6 µM), inactives show at the top dose activation, usual class: activators; hit rate 0.007% among 380,000; AID 624172; note: potency is the fitted concentration of half-maximal effect; % of control where 0% means no effect
DRD3 agonist = activates the human D3 dopamine receptor; P35462; D3R DiscoveRx beta-arrestin cells, luminescence, 90 min; max activation, %; hit rate 0.58% among 410,000; in the data active = max activation above about 30%; note: 0% is about no effect; mostly tested at two doses, the higher about 12 µM
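Agonist mode: compounds and dopamine controls were applied to plated cells for 90 min at 37 degrees C after an overnight attachment at 1500 cells/well. Luminescent read-out followed 30 - 60 minutes at room temperature with DiscoveRx detection reagent.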
PLK1 PBD block = blocks phosphopeptide binding to human PLK1 polo-box domain. P53350. Plk1 PBD binding of FITC phosphopeptide, fluorescence polarization. Potency, µM, inactives show max response, negative = inhibition, usual class: inhibitors. hit rate 2.8% among 360,000. AID 720504; note: potency is the fitted concentration of half-maximal effect; series mostly up to about 57 µM; % is set by controls: 0 for no effect and ±100 for the full control effect; nearly all actives have a fitted effect of over 65% in size
Target sequence (P53350 whole entry, looked up, the tested form may be a part): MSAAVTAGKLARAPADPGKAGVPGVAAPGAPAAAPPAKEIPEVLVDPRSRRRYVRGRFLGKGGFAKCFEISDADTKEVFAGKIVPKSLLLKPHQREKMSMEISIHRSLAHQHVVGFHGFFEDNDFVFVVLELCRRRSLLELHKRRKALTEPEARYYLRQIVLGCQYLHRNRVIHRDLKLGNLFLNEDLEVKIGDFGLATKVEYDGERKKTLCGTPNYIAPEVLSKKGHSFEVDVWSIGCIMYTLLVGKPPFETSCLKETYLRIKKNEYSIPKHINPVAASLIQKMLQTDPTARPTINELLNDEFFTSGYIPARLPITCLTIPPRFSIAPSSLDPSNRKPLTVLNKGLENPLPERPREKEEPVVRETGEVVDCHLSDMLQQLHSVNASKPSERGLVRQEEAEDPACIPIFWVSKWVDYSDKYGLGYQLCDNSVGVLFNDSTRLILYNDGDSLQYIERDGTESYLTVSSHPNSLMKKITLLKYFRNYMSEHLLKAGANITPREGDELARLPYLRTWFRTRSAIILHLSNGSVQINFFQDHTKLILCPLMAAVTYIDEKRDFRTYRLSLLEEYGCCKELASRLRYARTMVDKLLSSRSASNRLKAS
PI5P4Ka inh = inhibitors of human PI5P4K alpha | PI5P4Kalpha enzyme, ADP-Glo luminescence, 60 min; hits give low values | max response, % | hit rate 1.2% among 330,000 | AID 652105; active = max response of -50% or lower; inconclusive = between -30% and -50%; inactive = -30% or higher; note: value at the top dose of about 77 µM; % is set by controls: 0 for no effect and ±100 for the full control effect
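Single end-point luminescence (ADP-Glo) quantified ADP from PI5P4Kalpha turnover; ATP 5 microM final, 1 h at RT, 0.1% CHAPS and 0.28 mM EGTA in HEPES pH 7.4.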
DRD3 antagonist = antagonists of human D3 dopamine receptor; P35462; D3R cells, DiscoveRx beta-arrestin luminescence, antagonist mode; hits give low values; max response, negative = inhibition, %; hit rate 2.5% among 360,000; in the data active = max response below about -50%; inconclusive = no clear call, values can overlap the other calls; note: % is set by controls: 0 for no effect and ±100 for the full control effect; mostly tested at two doses, the higher about 12 µM
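Cells expressing the human receptor were seeded at 1500 cells/well, incubated overnight at 37 degrees C in 5% CO2, then exposed to library compounds with dopamine controls for 90 minutes at 37 degrees C before luminescent detection.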
* marks the source's active call; other numbers are inactive results; & = joins results of further samples; [ ] = dose if it differs, or a comment. Unless noted, calls come from the whole dose curve; as a rule, active = well fitted curve in the direction sought with a large enough effect; inconclusive = small, poorly fitted or top-dose-only effect, or another doubt; inactive = no such curve, though single readings can be large; an effect the other way counts as inactive or inconclusive.

What do the screens show for `O=C(c1ccc(-c2ccccc2)cc1)N1CCC2CC1c1cc(-c3ccc4c(c3)OCO4)ccc12` (stereo not given)?
GLP1R inv ag: inconclusive; IL-2 act: -0.5; HEK293 tox: 5%; WRN inhibitor: -1%; GLP1R ag: -3%; DRD3 agonist: 2; PLK1 PBD block: -6%; PI5P4Ka inh: 2; DRD3 antagonist: 15

Results for CCOC(=O)N1CCN(C(=O)CNC(=O)c2ccccc2F)CC1 ?
GLP1R inv ag: 6%; IL-2 act: 0.3; HEK293 tox: 8%; WRN inhibitor: 2%; GLP1R ag: 2%; DRD3 agonist: 0; PLK1 PBD block: -4%; PI5P4Ka inh: -2; DRD3 antagonist: 0

How did COC(=O)NCN1C(=O)C2C3C=CC(C3)C2C1=O (stereo not given) do in these assays?
GLP1R inv ag: 18%; IL-2 act: 1.8; HEK293 tox: -26%; WRN inhibitor: 4%; GLP1R ag: 3%; DRD3 agonist: 2; PLK1 PBD block: -10%; PI5P4Ka inh: -3; DRD3 antagonist: 29

How did COc1cccc(-c2nc(C(=O)NCCCN3CCOCC3)cc3c2[nH]c2ccccc23)c1 do in these assays?
GLP1R inv ag: inconclusive; IL-2 act: -0.3; HEK293 tox: -23%; WRN inhibitor: 13%; GLP1R ag: -3%; DRD3 agonist: -23; PLK1 PBD block: 3%; PI5P4Ka inh: 1; DRD3 antagonist: 35

What do the screens show for `CCC1CCCCN1CCCNC(=O)c1cn(C)c2ccc(S(=O)(=O)N(C)C3CCCCC3)cc2c1=O` (stereo not given)?
GLP1R inv ag: 9%&-1%; IL-2 act: 0.2; HEK293 tox: 0%&4%; WRN inhibitor: 7%; GLP1R ag: 2%; DRD3 agonist: -6&-20; PLK1 PBD block: -17%; PI5P4Ka inh: -5; DRD3 antagonist: -6

What do the screens show for `COc1ccccc1/C=C1\SC(=S)N(CCC(=O)NNC(=O)c2ccccc2O)C1=O`?
GLP1R inv ag: inconclusive; IL-2 act: 0.6; HEK293 tox: -25%; WRN inhibitor: -23%; GLP1R ag: -7%; DRD3 agonist: 1; PLK1 PBD block: 1%; PI5P4Ka inh: -10; DRD3 antagonist: 4

What do the screens show for `CCCn1c(C)cc(C(=O)COC(=O)CN=C2NS(=O)(=O)c3ccccc32)c1C`?
GLP1R inv ag: 5%; IL-2 act: 0.4; HEK293 tox: -6%; WRN inhibitor: -5%; GLP1R ag: -10%; DRD3 agonist: 3; PLK1 PBD block: 2%; PI5P4Ka inh: 12; DRD3 antagonist: 6

How did Cc1cc(C)n(-c2ccc(C(=O)N3CCc4ccccc43)cc2)n1 do in these assays?
GLP1R inv ag: 0%; IL-2 act: 1.8; HEK293 tox: -28%; WRN inhibitor: -4%; GLP1R ag: 10%; DRD3 agonist: -2; PLK1 PBD block: -9%; PI5P4Ka inh: -1; DRD3 antagonist: 10

How did CC(Sc1nc2ccccc2c(=O)n1CC1CCCO1)C(=O)N(C)Cc1ccccc1 (stereo not given) do in these assays?
GLP1R inv ag: inconclusive; IL-2 act: -1.4; HEK293 tox: -1%; WRN inhibitor: 1%; GLP1R ag: -4%; DRD3 agonist: -1; PLK1 PBD block: 1%; PI5P4Ka inh: 6; DRD3 antagonist: 10

Results for Cc1nnc(SCc2ccc(Cl)c(Cl)c2)s1 ?
GLP1R inv ag: -9%; IL-2 act: -4.0; HEK293 tox: 5%; WRN inhibitor: -12%; GLP1R ag: 24%; DRD3 agonist: -6; PLK1 PBD block: -9%; PI5P4Ka inh: -7; DRD3 antagonist: 15

Results for O=C1/C(=C/c2cccs2)CCC1C1CCCC1 (stereo not given) ?
GLP1R inv ag: -4%; IL-2 act: -0.1; HEK293 tox: 3%; WRN inhibitor: -10%; GLP1R ag: 8%; DRD3 agonist: 0; PLK1 PBD block: -8%; PI5P4Ka inh: -11; DRD3 antagonist: -16

How did COc1nonc1NCn1nc(C)cc1C do in these assays?
GLP1R inv ag: -5%; IL-2 act: 0.7; HEK293 tox: 3%; WRN inhibitor: 8%; GLP1R ag: 1%; DRD3 agonist: -2; PLK1 PBD block: -11%; PI5P4Ka inh: 2; DRD3 antagonist: 20

How did Cc1ccc(C(=O)OCC(=O)Nc2ccc3[nH]c(=O)[nH]c3c2)cc1S(=O)(=O)N1CCOCC1 do in these assays?
GLP1R inv ag: 33%; IL-2 act: 2.8; HEK293 tox: 20%; WRN inhibitor: -9%; GLP1R ag: 0%; DRD3 agonist: 2; PLK1 PBD block: -5%; PI5P4Ka inh: -5; DRD3 antagonist: -8

Results for COc1ccccc1N/C(N)=N/c1nc(C)cc(C)n1 ?
GLP1R inv ag: -6%; IL-2 act: -3.7; HEK293 tox: 0%; WRN inhibitor: 13%; GLP1R ag: -2%; DRD3 agonist: 0; PLK1 PBD block: 0%; PI5P4Ka inh: 1; DRD3 antagonist: 9

What do the screens show for `COCCCn1c(=O)c2sccc2n(Cc2ccccc2)c1=O`?
GLP1R inv ag: -15%; IL-2 act: 1.4; HEK293 tox: 2%; WRN inhibitor: -23%; GLP1R ag: inconclusive; DRD3 agonist: -7; PLK1 PBD block: -5%; PI5P4Ka inh: 0; DRD3 antagonist: 12

Continued; the last 2 above are carried over.
Results for COc1ccccc1N/C(N)=N/c1nc(C)cc(C)n1 ?
GLP1R inv ag: -6%; IL-2 act: -3.7; HEK293 tox: 0%; WRN inhibitor: 13%; GLP1R ag: -2%; DRD3 agonist: 0; PLK1 PBD block: 0%; PI5P4Ka inh: 1; DRD3 antagonist: 9

What do the screens show for `COCCCn1c(=O)c2sccc2n(Cc2ccccc2)c1=O`?
GLP1R inv ag: -15%; IL-2 act: 1.4; HEK293 tox: 2%; WRN inhibitor: -23%; GLP1R ag: inconclusive; DRD3 agonist: -7; PLK1 PBD block: -5%; PI5P4Ka inh: 0; DRD3 antagonist: 12

Results for CC1(C(=O)NCc2ccccc2)CN(S(C)(=O)=O)CC(=O)N1C1CC1 (stereo not given) ?
GLP1R inv ag: 8%; IL-2 act: -0.1; HEK293 tox: 2%; WRN inhibitor: -4%; DRD3 agonist: 6; PLK1 PBD block: 8%; PI5P4Ka inh: 2; DRD3 antagonist: 1

What do the screens show for `CC(C)n1nnnc1SCC(=O)NCCc1ccccc1`?
GLP1R inv ag: 49%[activator]; IL-2 act: -1.5; HEK293 tox: 15%; WRN inhibitor: -4%; GLP1R ag: 12%; DRD3 agonist: -1; PLK1 PBD block: -3%; DRD3 antagonist: -15

How did COc1ccc(-c2nc(C#N)c(N3CCCCCC3)o2)cc1 do in these assays?
GLP1R inv ag: 52%[activator]; IL-2 act: -1.4; HEK293 tox: -8%; WRN inhibitor: -18%; GLP1R ag: inconclusive; DRD3 agonist: 2; PLK1 PBD block: -1%; DRD3 antagonist: 3

Results for Cc1ccc(NCCCn2ccc(NC(=O)OCc3ccccc3)nc2=O)cc1C ?
GLP1R inv ag: inconclusive; IL-2 act: 0.1; HEK293 tox: -1%; WRN inhibitor: -6%; GLP1R ag: 16%; DRD3 agonist: 12; PLK1 PBD block: -7%; PI5P4Ka inh: 8; DRD3 antagonist: 4

Results for CC(=O)Nc1ccccc1-c1nn[nH]n1 ?
GLP1R inv ag: -14%; IL-2 act: 0.2; HEK293 tox: -15%; WRN inhibitor: -17%; GLP1R ag: 1%; DRD3 agonist: 6; PLK1 PBD block: -2%; PI5P4Ka inh: -12; DRD3 antagonist: 51

How did O=C(COc1ccccc1)Nc1ncccn1 do in these assays?
GLP1R inv ag: 1%; IL-2 act: -0.9; HEK293 tox: 21%; WRN inhibitor: 1%; GLP1R ag: -4%; DRD3 agonist: 4; PLK1 PBD block: -28%; DRD3 antagonist: 2

How did CCOC(=O)N1CCN(C(=O)c2ccccc2N(Cc2ccccc2)S(=O)(=O)c2ccccc2)CC1 do in these assays?
GLP1R inv ag: inconclusive; IL-2 act: 1.0; HEK293 tox: 3%; WRN inhibitor: 0%; GLP1R ag: 20%; DRD3 agonist: 1; PLK1 PBD block: 3%; PI5P4Ka inh: -1; DRD3 antagonist: 12

Results for N#Cc1ccc(CSc2nnc(-c3ccccn3)n2-c2ccc(Cl)cc2)cc1 ?
GLP1R inv ag: inconclusive; IL-2 act: -1.4; HEK293 tox: 20%; WRN inhibitor: -8%; GLP1R ag: 8%; DRD3 agonist: -3; PLK1 PBD block: -2%; PI5P4Ka inh: 1; DRD3 antagonist: -16

How did CC(C)OCC1CC(CC(=O)NC(=S)Nc2cccc([N+](=O)[O-])c2)C(=O)O1 (stereo not given) do in these assays?
GLP1R inv ag: 16%; IL-2 act: -2.0; HEK293 tox: -6%; WRN inhibitor: 1%; GLP1R ag: -4%; DRD3 agonist: -22; PLK1 PBD block: -13%; DRD3 antagonist: -15

What do the screens show for `Cc1c(N2C(=O)C(=O)/C(=C(/O)c3ccccc3)C2c2ccc(F)cc2)c(=O)n(-c2ccccc2)n1C` (stereo not given)?
GLP1R inv ag: 15%; IL-2 act: -3.0; HEK293 tox: 18%; WRN inhibitor: -2%; GLP1R ag: -17%; DRD3 agonist: -9; PLK1 PBD block: -12%; PI5P4Ka inh: -4; DRD3 antagonist: -2

What do the screens show for `CCCc1c(-c2ccc(Cl)cc2)ncn1CCc1ccccc1OC`?
GLP1R inv ag: inconclusive; IL-2 act: -1.0; HEK293 tox: -19%; WRN inhibitor: -5%; GLP1R ag: 0%; DRD3 agonist: 7; PLK1 PBD block: -12%; PI5P4Ka inh: 3; DRD3 antagonist: 18

How did O=C(NCc1ccccc1)C(c1ccncc1)N(C(=O)c1csnn1)C1CC1 (stereo not given) do in these assays?
GLP1R inv ag: -14%; IL-2 act: -1.7; HEK293 tox: -13%; WRN inhibitor: 6%; GLP1R ag: 1%; DRD3 agonist: -1; PLK1 PBD block: -4%; PI5P4Ka inh: 4; DRD3 antagonist: 28

How did COc1ccc([N+](=O)[O-])cc1C(=O)Nc1ccc(OCC(=O)N2CCOCC2)cc1 do in these assays?
GLP1R inv ag: 16%; IL-2 act: -0.5; HEK293 tox: 1%; WRN inhibitor: -8%; GLP1R ag: -2%; DRD3 agonist: 0; PLK1 PBD block: -1%; PI5P4Ka inh: 2; DRD3 antagonist: 9

What do the screens show for `CCCCN(C(=O)c1sc2nc3n(c(=O)c2c1C)CCC3)c1c(N)n(CC(C)C)c(=O)[nH]c1=O`?
GLP1R inv ag: 19%; IL-2 act: -2.3; HEK293 tox: 3%; WRN inhibitor: 4%; GLP1R ag: -18%; DRD3 agonist: 1; PLK1 PBD block: -2%; PI5P4Ka inh: 5; DRD3 antagonist: 11
